Screening results: PubChem, Broad Institute
GSK3A inh: blocks human GSK-3 alpha kinase. P49840. ADP-Glo luminescence, 60 min. inhibition, % at 10 µM. hit rate 0.1% among 320,000. AID 2650;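 in the data active = inhibition above about 50%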;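 note: GST-tagged GSK-3 alpha with peptide substrate and 25 µM ATP; 0% = DMSO neutral wells and 100% = GW8510 positive control wells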
Target sequence (P49840 whole entry, looked up): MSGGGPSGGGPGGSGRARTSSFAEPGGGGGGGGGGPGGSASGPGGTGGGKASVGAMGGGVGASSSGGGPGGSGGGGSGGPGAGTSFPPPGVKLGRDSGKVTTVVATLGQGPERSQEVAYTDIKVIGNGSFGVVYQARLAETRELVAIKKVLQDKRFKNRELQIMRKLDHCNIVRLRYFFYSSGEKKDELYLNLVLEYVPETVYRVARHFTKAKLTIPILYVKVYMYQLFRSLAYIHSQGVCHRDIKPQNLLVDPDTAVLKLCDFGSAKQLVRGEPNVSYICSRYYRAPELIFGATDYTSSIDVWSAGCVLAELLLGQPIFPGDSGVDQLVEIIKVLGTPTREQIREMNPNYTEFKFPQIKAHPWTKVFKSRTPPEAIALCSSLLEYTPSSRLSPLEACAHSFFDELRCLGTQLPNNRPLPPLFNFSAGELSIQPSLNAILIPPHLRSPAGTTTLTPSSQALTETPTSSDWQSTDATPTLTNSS
Numbers without * were called inactive. Some of the compounds tested; count on the stated rates, not on these rows.

The first 2 entries, to show the layout:
SMILES	GSK3A inh
Cn1cccc1C1CCCN1CC(=O)Nc1ccc(C(N)=O)cc1 (stereo not drawn)	-3
CCC(C)(C)C1CCC2(CC1)NC(=O)N(CC(=O)NCCc1c[nH]c3ccccc13)C2=O (stereo not drawn)	-2

The list itself, from the first entry:
SMILES	GSK3A inh
Cn1cccc1C1CCCN1CC(=O)Nc1ccc(C(N)=O)cc1 (stereo not drawn)	-3
CCC(C)(C)C1CCC2(CC1)NC(=O)N(CC(=O)NCCc1c[nH]c3ccccc13)C2=O (stereo not drawn)	-2
COc1cccc(OCC(=O)NC2CCCCCC2)c1	-2
CCC1CCCCN1C(=S)NC(=O)c1ccco1 (stereo not drawn)	-1
O=C(C[n+]1ccccc1)N/N=C/c1cc(Br)ccc1F	-3
COc1ccc(COC(=O)CN2C(=O)NC3(CC(C)CC(C)(C)C3)C2=O)cc1F (stereo not drawn)	1
Cc1cc(C)c(S(=O)(=O)N2CCN(C(=O)c3cc(=O)[nH]c4ccccc34)CC2)c(C)c1	0
Cn1nc(C(=O)NCC(=O)Nc2ccc(F)c(F)c2F)c2ccccc2c1=O	-1
C=CCN1C(=O)c2ccc(C(=O)OCC(=O)N(CC)C3CCS(=O)(=O)C3)cc2C1=O (stereo not drawn)	-2
CCOC(=O)[C@@H]1[C@H]2COc3ccc(Br)cc3[C@@H]2N2C(=O)N(c3ccc(Br)cc3)C(=O)[C@@]12C	-3
CC(=O)N1CCN(C(=O)COC(=O)/C=C/c2ccc(C(F)(F)F)cc2)CC1	0
CCN(c1ccccc1)S(=O)(=O)c1cccc(C(=O)NCc2ccccc2CN2CCOCC2)c1	-4
COC(=O)[C@]1(C)N[C@H](CN(C)S(=O)(=O)c2ccc(C)cc2)[C@@H]2C(=O)N(Cc3ccccc3)C(=O)[C@@H]21	-5
CCCN(CC(=O)Nc1ccccc1C)C(=O)c1ccc(N2CCCC2=O)cc1	-1
CNS(=O)(=O)c1cccc(C(=O)OCCCC(=O)c2ccccc2)c1	-2
CCc1ccccc1NC(=O)CNC(=O)c1cn(Cc2ccccc2)nc1-c1cccnc1	-26
Cc1cccc(NS(=O)(=O)c2cccc(C(=O)N3CCCCCCC3)c2)c1	0
CCc1ccc(C(=O)Nc2cc(S(=O)(=O)N3CCOCC3)ccc2N2CCOCC2)cc1	-2
COCCN(CC(=O)Nc1cccc(C)c1C)C(=O)c1cc(-c2cccs2)nn1-c1ccccc1	-7
O=C(COC(=O)Cn1nnc(-c2ccccc2)n1)Nc1cc(F)ccc1F	0
CC(C)(C)OC(=O)C[C@@H]1C/C=C\C[C@@H](CC(=O)N[C@@H](CO)Cc2ccccc2)C(=O)NC[C@@H](c2ccccc2)OC1=O	-1
CCCCCCSc1cccc(-c2nc3ccccn3c2NCc2ccccc2)c1	0
CCc1nnc(NC(=O)c2cc(S(=O)(=O)N3CCCCC3)ccc2C)s1	-1
COc1ccc2oc(C(=O)OC(C)C(=O)N3C(C)CCCC3C)c(C)c2c1 (stereo not drawn)	-3
COc1cc(/C=C/C(=O)Nc2ccc(OC)c(S(=O)(=O)N3CCOCC3)c2)ccc1OCC#N	-2
CN(Cc1ccccc1F)C(=O)CN1CCN(S(=O)(=O)c2ccc3c(c2)OCCCO3)CC1	-3
CN(C(=O)c1ccc(NC(=O)Cc2cccc(NC(=O)C3CCCN(C(=O)C4CCCC4)C3)c2)cc1)C1CCCC1 (stereo not drawn)	-2
CCCC(CNC(=O)COC(=O)C1=NNC(=O)CC1)c1ccc(Cl)cc1Cl (stereo not drawn)	-3
O=C(CCCN1C(=O)NC2(CCCC2)C1=O)N1CCN(S(=O)(=O)c2ccccc2)CC1	-3
COc1cc(/C=C/C(=O)OCC(=O)c2ccc(OC(F)F)cc2)ccc1O	-5
COc1cc(C(C)=O)ccc1OCC(=O)Nc1ccc(Cl)c(S(=O)(=O)N2CCOCC2)c1	13
CN(CC(=O)Nc1ccc(OC(F)(F)F)cc1)C(=O)Cc1ccc2c(c1)CCC2	-1
CCN(CC)S(=O)(=O)c1ccc(C(=O)Nc2cc(S(=O)(=O)N3CCOCC3)ccc2O)cc1	-6
O=C(COC(=O)COc1ccc(Br)cc1)NNC(=O)c1ccccc1	-6
COc1cccc(NC(=O)CN(c2ccccc2OC)S(=O)(=O)c2cccs2)c1	14
C[C@]12c3[nH]c4ccccc4c3CCN1C(=O)C(CC(=O)NCCc1ccccn1)C[C@@H]2C(=O)N1CCOCC1 (stereo partly drawn)	1

Six entries from above, reformatted:
Molecule | GSK3A inh
CN(C(=O)c1ccc(NC(=O)Cc2cccc(NC(=O)C3CCCN(C(=O)C4CCCC4)C3)c2)cc1)C1CCCC1 (stereo not drawn) | -2
O=C(COC(=O)COc1ccc(Br)cc1)NNC(=O)c1ccccc1 | -6
CN(Cc1ccccc1F)C(=O)CN1CCN(S(=O)(=O)c2ccc3c(c2)OCCCO3)CC1 | -3
COc1cc(/C=C/C(=O)Nc2ccc(OC)c(S(=O)(=O)N3CCOCC3)c2)ccc1OCC#N | -2
COc1cccc(NC(=O)CN(c2ccccc2OC)S(=O)(=O)c2cccs2)c1 | 14
CCN(CC)S(=O)(=O)c1ccc(C(=O)Nc2cc(S(=O)(=O)N3CCOCC3)ccc2O)cc1 | -6

(continued)
SMILES	GSK3A inh
N#Cc1ccccc1OCC(=O)N1CCN(S(=O)(=O)c2ccc(Cl)cc2)CC1	1
O=C(COC(=O)c1cccc(Br)c1)NCc1ccco1	2
O=C(COC(=O)c1ccc(Br)o1)NCc1ccc2c(c1)OCO2	0
CCOC(=O)c1ccc(NC(=O)c2nc[nH]c2C(=O)NCCCCNC(=O)c2[nH]cnc2C(=O)Nc2ccc(C(=O)OCC)cc2)cc1	-2
O=C1C=C(c2cccc(CO)c2)C[C@@H](c2ccc(F)cc2)C1	2
COc1ccc(S(=O)(=O)NCC(=O)Nc2ccc(F)cc2)cc1	-3
CCN(C[C@H]1N[C@@](Cc2ccccc2)(C(=O)OC)[C@H]2C(=O)N(Cc3ccccc3)C(=O)[C@@H]12)S(=O)(=O)c1ccc(F)cc1	-1
O=C(CC(NC(=O)c1ccccc1)c1ccccc1)NCc1ccccc1 (stereo not drawn)	-2
COc1cc(OC)cc(C(=O)NNC(=O)CCNC(=O)c2ccc(Br)cc2)c1	1
CN(C)CCC=C1c2ccccc2C=Cc2ccccc21	1
COc1cc2cnc(-c3ccsc3)c(-c3ccc(F)cc3)c2cc1OC	1
CC(C)CC1NC(=O)N(CC(=O)Nc2cc(F)ccc2F)C1=O (stereo not drawn)	-2
O=c1c(O[C@@H]2O[C@H](CO)[C@@H](O)[C@H](O)[C@H]2O)c(-c2ccc(O)cc2)oc2cc(O)cc(O)c12	30
O=c1[nH]c(-c2ccc(-c3cccc(Cl)c3)o2)nc2ccccc12	1
Cc1cccc(NC(=O)COC(=O)COc2ccc3c(c2)CCC3)c1	0
COCCCN(C(=O)c1ccc2ccccc2n1)c1c(N)n(Cc2ccccc2)c(=O)[nH]c1=O	-9
COCC(C)n1c(C)cc(C(=O)COC(=O)c2cccn2C)c1C (stereo not drawn)	0
O=C(c1ccc(-c2ccc(Cl)cc2)o1)N1CCN(S(=O)(=O)c2cccs2)CC1	-1
C[C@H](CO)N1C[C@H](C)[C@@H](CN(C)Cc2ccncc2)Oc2c(NC(=O)CCC(F)(F)F)cccc2C1=O	-6
CCOc1ccc(S(=O)(=O)N2CCCCC2)cc1NC(=O)Cc1cccc(C(F)(F)F)c1	-2
CSCCC(NC(=O)c1ccccc1Br)C(=O)NNC(=O)c1ccco1 (stereo not drawn)	6
Cc1ccccc1-c1cc(C(=O)NCc2cccc(C(F)(F)F)c2)nn1CC1CC(c2cccc([N+](=O)[O-])c2)=NO1 (stereo not drawn)	-2
COC(=O)c1c(-c2ccc(OC)cc2)sc2ccccc12	-1
CC(C)n1ncc2c(C(=O)Nc3ccc(S(C)(=O)=O)cc3)cc(C3CC3)nc21	5
O=C([C@@H]1CCCN1C(=O)c1cccs1)N1CCN(S(=O)(=O)c2ccccc2F)CC1	-3
Nc1ncnc2c1ncn2[C@@H]1O[C@H](COP(=O)(O)OP(=O)(O)OP(=O)(O)O)[C@@H](O)[C@H]1O	-25
COc1ccc(S(=O)(=O)N(C)C[C@@H]2Oc3c(NS(=O)(=O)c4cn(C)cn4)cccc3C(=O)N([C@@H](C)CO)C[C@@H]2C)cc1	-1
CC1CCc2sc(C(=O)N3CCC(C(N)=O)CC3)cc2C1 (stereo not drawn)	-2
COc1ccc2nc(NC(=O)c3c(C)noc3C)sc2c1	4
CC(Oc1ccccc1F)c1nnc(SCC(=O)c2c(N)n(C3CC3)c(=O)[nH]c2=O)o1 (stereo not drawn)	-1
CCOc1ccc(NC(=O)COC(=O)CC2CC3CCC2C3)cc1 (stereo not drawn)	-1
CCCCNC(=O)COC(=O)C1CCN(S(=O)(=O)c2ccc3c(c2)OCCO3)CC1	-2
COC(=O)Nc1ccc(S(=O)(=O)N2CCCC(C(=O)NCC3CCCO3)C2)cc1 (stereo not drawn)	0
CCC(C)c1ccccc1N1CC(C(=O)N2CCN(C(=O)c3ccco3)CC2)CC1=O (stereo not drawn)	-3
CC(=O)c1ccc(NC(=O)CSc2nnc(C3CC3)n2C2CC2)cc1	1
COc1ccc(NC(=O)CN2C(=O)NC(C)(c3ccc(C)cc3)C2=O)cn1 (stereo not drawn)	4
CCN(CC)S(=O)(=O)c1ccc(/C=C/C(=O)OCC(=O)NCc2ccco2)cc1	-5
CN(C)C(CNC(=O)CSC(=S)N1CCCC1)c1ccccc1 (stereo not drawn)	0
CC1(C)NC(=O)N(CC(=O)Nc2ccc(-n3cnnn3)cc2)C1=O	6
O=C1C=C(c2ccccc2C(F)(F)F)C[C@@H](c2ccc3c(c2)OCO3)C1	7
O=C(Cc1ccc(Br)cc1)OCC(=O)N1CCOCC1	1
COc1ccc(/C=N/NC(=O)c2ccc(NS(=O)(=O)c3cccs3)cc2)cc1	0
O=C(CCS(=O)(=O)c1ccccc1)NNC(=O)COc1ccc(F)cc1	-4
COc1cc(-c2ccc3oc(-c4ccsc4)cc(=O)c3c2)cc(OC)c1OC	-3
O=C(COc1ccc(Cl)cc1Br)Nc1cccc(S(=O)(=O)N2CCCC2)c1	6
COc1ccc(S(=O)(=O)Nc2cccc3c2O[C@H](CN(C)C(=O)NC(C)C)[C@@H](C)CN([C@H](C)CO)C3=O)cc1	-3
CCC(C)Sc1ccc(-c2nc3ccccn3c2NCc2ccccc2)cc1OC (stereo not drawn)	1
Cc1sc2ncnc(SCC(=O)NCC3CCCO3)c2c1C (stereo not drawn)	-3
CCOC(=O)c1c(NC(=O)COC(=O)c2nccnc2N)sc2c1CCC2	-3
Cc1ccc(S(=O)(=O)N(C)C)cc1NC(=O)COC(=O)COc1ccc2c(C)cc(=O)oc2c1	-2
CCOc1ccc(OCCCC(=O)Nc2cc(Cl)ccc2-n2cncn2)cc1	-2
CC(=O)c1ccc(NC(=O)[C@@H]2CCCN2C2=NS(=O)(=O)c3ccccc32)cc1	3
C#CCN1C(C)=C(C(=O)OC)C(c2cccc([N+](=O)[O-])c2)C(C(=O)OCC)=C1C (stereo not drawn)	-3
CN(Cc1ccccc1)S(=O)(=O)c1ccc(Cl)c(C(=O)N2CCC(C(N)=O)CC2)c1	-3
O=C(CCN1C(=O)C2CCCCC2C1=O)Nc1cc([N+](=O)[O-])ccc1Cl (stereo not drawn)	-5
CN(CC(=O)Nc1ccccc1Br)C(=O)c1ccccc1Cc1ccccc1	-3
COc1ccc(C(=O)NNC(=O)C23CC4CC(CC(C4)C2)C3)cc1OC	-1
CC(C)(C)c1ccc(S(=O)(=O)N2CCN(CC(O)CN3CCOCC3)CC2)cc1 (stereo not drawn)	-3
Nc1cccc2cc(-c3ccccc3)oc12	-4
COc1ccc(C(=O)OCC(=O)NC(=O)NC2CCCC2)cc1[N+](=O)[O-]	1

Ordered by SMILES length (ascending): part of the list above.
SMILES	GSK3A inh
COc1ccc(C(=O)OCC(=O)NC(=O)NC2CCCC2)cc1[N+](=O)[O-]	1
O=C(CCN1C(=O)C2CCCCC2C1=O)Nc1cc([N+](=O)[O-])ccc1Cl (stereo not drawn)	-5
CC(=O)c1ccc(NC(=O)[C@@H]2CCCN2C2=NS(=O)(=O)c3ccccc32)cc1	3
CN(Cc1ccccc1)S(=O)(=O)c1ccc(Cl)c(C(=O)N2CCC(C(N)=O)CC2)c1	-3

Remaining list, next part
SMILES	GSK3A inh
CC1(c2ccc3ccccc3c2)NC(=O)N(CC(=O)N2CCN(Cc3ccccc3)CC2)C1=O (stereo not drawn)	0
Cc1ccc(S(=O)(=O)N2CCOCC2)cc1NC(=O)Nc1ccc([N+](=O)[O-])cc1	-1
Cc1ccc2c(c1)C(=O)C(=O)N2c1ccc(C(F)(F)F)cc1	-2
Cc1ccc(/C=C/C(=O)Nc2cc(S(=O)(=O)N3CCOCC3)ccc2N2CCOCC2)cc1	-1
O=C(CSc1nnnn1-c1ccccc1)NCC1(N2CCCCC2)CCCCC1	-1
Cc1ccccc1CC(=O)N1CCN(S(=O)(=O)c2ccc(Cl)s2)CC1	-2
CC(=O)c1c(C)[nH]c(C(=O)COC(=O)COc2ccccc2)c1C	-4
CC(C)(C)OC(=O)C[C@H]1C/C=C\C[C@H](CC(=O)N(CCO)Cc2ccccc2)C(=O)NCCOC1=O	-1
CCN1C(=O)C(=O)N(CC(=O)Nc2ccccc2OC(F)F)C1=O	-4
Cc1cc(=O)c(C(=O)Nc2cccc(N3CCCC3=O)c2)nn1-c1ccccc1F	2
NC(=O)C1CCCN(C(=O)c2ccc(NC(=O)c3cccs3)cc2)C1 (stereo not drawn)	0
CC(C)(C)OC(=O)C[C@H]1C/C=C\C[C@@H](CC(=O)N[C@@H](CO)Cc2ccccc2)C(=O)NC[C@H](c2ccccc2)OC1=O	0
C=CC[C@@H](Cc1ccc(F)cc1)C(=O)OC[C@H]1CCCN1C(=O)[C@H](CC=C)CC(=O)N[C@H](CO)Cc1ccccc1	2
CC(c1ccccc1)N(C)C(=O)CN1CCN(S(=O)(=O)c2ccc3c(c2)OCCCO3)CC1 (stereo not drawn)	7
CCOC(=O)[C@@H]1[C@H]2COc3cc(OC)ccc3[C@@H]2N2C(=O)N(c3ccc(F)cc3)C(=O)[C@@]12C	2
